# PglD DTNB – PglD (C. jejuni) enzyme inhibition. purified PglD enzyme, DTNB colorimetric CoA detection. inhibition, % at 12.5 µM. 360,000 compounds, 0.098% hits; in the data active = inhibition above about 16%, passing the limit was not always enough; note: strong numbers were not always called active
# E-selectin induc – induces E-selectin expression in human endothelial cells; P16581; HUVEC E-selectin immunofluorescence imaging; normalized: neutral wells 0, TNF-alpha wells 100; activation, % at 7.58 µM; 260,000 compounds, 0.37% hits; AID 686992;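 active = mean E-selectin-positive cell signal at least 10% of the positive control, reached in at least 60% of replicates, without over 20% cell loss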;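 note: in these data hits start at about 27%; measured in HUVEC primary endothelial cells; signal is the percent of cells scored E-selectin positive by PE staining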
# Target sequence (P16581 whole entry, looked up): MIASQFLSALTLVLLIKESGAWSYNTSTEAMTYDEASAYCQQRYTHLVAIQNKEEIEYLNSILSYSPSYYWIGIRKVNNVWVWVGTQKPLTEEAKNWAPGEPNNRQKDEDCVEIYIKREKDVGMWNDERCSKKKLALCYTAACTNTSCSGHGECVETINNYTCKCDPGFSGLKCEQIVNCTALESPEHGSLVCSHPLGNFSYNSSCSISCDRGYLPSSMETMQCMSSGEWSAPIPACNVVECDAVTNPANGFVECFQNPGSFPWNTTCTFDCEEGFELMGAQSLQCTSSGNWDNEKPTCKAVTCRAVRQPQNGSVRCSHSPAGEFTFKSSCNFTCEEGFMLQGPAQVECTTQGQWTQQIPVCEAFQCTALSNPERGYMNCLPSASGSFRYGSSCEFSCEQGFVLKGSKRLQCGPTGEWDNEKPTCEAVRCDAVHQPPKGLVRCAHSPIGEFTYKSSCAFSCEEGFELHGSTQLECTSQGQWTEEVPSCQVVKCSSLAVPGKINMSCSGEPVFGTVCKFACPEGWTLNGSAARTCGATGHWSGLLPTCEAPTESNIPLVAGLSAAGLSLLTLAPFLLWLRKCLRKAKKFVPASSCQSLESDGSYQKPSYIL
#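 Assay system: HUVEC, human umbilical vein endothelial cells / Amount: 3,000 HUVEC/well / Controls: TNF-alpha positive control, DMSO neutral control / Compound dosing: single concentration / Medium: EGM-2 over gelatin coat / Evaluation: percent E-selectin-positive cells / Signal: immunofluorescence imaging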
# miR122 inh – miR-122 inhibition in Huh7 cells; Huh7 miR-122 Renilla luciferase sensor, 48 h; neutral wells = 0, positive control = 100; activation (reporter increase), % at 12.5 µM; 340,000 compounds, 0.3% hits; AID 602342;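 active = mean replicate activation score at least 90 and every replicate individually at or above 90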;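 note: higher luciferase means less miR-122 activity so hits act as miR-122 inhibitors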
# RAD54 branch – RAD54 (human) branch migration inhibition; AID 602329; 360,000 compounds, 0.14% hits; inhibition, % at 10.4 µM; RAD54 Holliday junction branch migration, FAM/BHQ fluorescence; Q92698;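 active = mean normalized replicate activity at least 40 and at least half of replicates scoring 40 or more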;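 note: 0% = median of neutral control wells and 100% = median of positive control wells; inhibitors cause a drop in the FAM fluorescence signal; in these data hits start at about 50%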
# ERAP1 inh – ERAP1 (human) enzyme inhibition; Q9NZ08; recombinant ERAP1, Leu-AMC fluorescence, 60 min; inhibition, % at 10.7 µM; 340,000 compounds, 0.15% hits;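 active = mean replicate inhibition of at least 30%, or all replicates individually reaching that 30% level; inactive = mean below 30% and not every replicate reaching it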;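 note: 0% = neutral control wells and 100% = L-leucinethiol positive control wells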
# Cneo AK release – Cryptococcus neoformans lysis via adenylate kinase release | lysis activity, % at 15 µM | AID 651654 | 360,000 compounds, 0.2% hits | C. neoformans lysis, adenylate kinase release luminescence, 4 h; normalised: neutral wells 0, clomiphene wells 100;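 active = mean lysis activity across replicates of at least 80%, whatever share of replicates individually reach that level; inactive = mean lysis activity below 80%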
#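 Test system: log-phase Cryptococcus neoformans yeast cells. Input: 5 × 10^6 yeast cells/mL. Medium: fresh YPD growth medium. Doses: single dose. Incubation: static 4 h at 37 °C with compound, 1 h detection. Measured by: luminescent adenylate kinase detection reagent. Read-out: signal increase indicating cell lysis. Benchmarks: Clomiphene.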
# RAD52 inh – inhibitors of human RAD52 DNA annealing; P43351; 360,000 compounds, 0.46% hits; recombinant RAD52 DNA annealing, FRET fluorescence; inhibition, % at 18.7 µM;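 active = every replicate showing at least 50% inhibition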
# Target sequence (P43351 whole entry, looked up): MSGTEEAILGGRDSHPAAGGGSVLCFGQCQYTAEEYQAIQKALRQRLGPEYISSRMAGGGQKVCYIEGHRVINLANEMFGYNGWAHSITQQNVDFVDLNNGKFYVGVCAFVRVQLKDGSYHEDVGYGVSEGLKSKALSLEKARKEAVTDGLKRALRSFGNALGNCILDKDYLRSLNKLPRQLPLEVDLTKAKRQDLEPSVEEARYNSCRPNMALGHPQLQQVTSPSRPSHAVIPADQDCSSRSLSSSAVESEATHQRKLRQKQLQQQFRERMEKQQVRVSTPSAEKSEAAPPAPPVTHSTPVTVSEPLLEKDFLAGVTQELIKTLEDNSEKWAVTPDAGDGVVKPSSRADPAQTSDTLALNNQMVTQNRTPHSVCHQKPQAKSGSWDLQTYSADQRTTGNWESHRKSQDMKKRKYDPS
# PGC1a acetyl inh – lowers PGC1a acetylation signal in U2OS cells. AlphaScreen anti-acetyl-lysine; with virally co-expressed GCN5 acetyltransferase. inhibition, % at 15.6 µM. 350,000 compounds, 0.17% hits. AID 651687;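 active = every replicate shows inhibition of at least 40%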;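 note: 0% = neutral control wells and 100% = positive control wells; some results beyond the cut were filed as inactive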
# Starred values were filed as active, the others as inactive; . = not tested or not shown; [ ] = another dose, or the depositor's remark. Outcome played no part in choosing rows; about 1.4% have a hit in one of these screens.
cpd	SMILES	PglD DTNB	E-selectin induc	miR122 inh	RAD54 branch	ERAP1 inh	Cneo AK release	RAD52 inh	PGC1a acetyl inh
1	FC(F)(F)c1ccc(/C=N/n2c(C3CCCCC3)n[nH]c2=S)cc1	.	0.0	-2	-10	-1	-2	-9	-4
2	CN(C)c1ccc(CN(CC2CCCO2)C(=O)c2cccs2)cc1 (configuration not stated)	4	.	2	1	4	-1	-8	-9
3	O=C(C[C@H]1CC[C@@H]2[C@H](COC[C@@H](O)CN2S(=O)(=O)c2cccc(Cl)c2)O1)NCCCN1CCOCC1	7	0.1	1[16.7 µM]	-6	.	-4	.	-4
4	Cc1ccc(S(=O)(=O)NC(Cc2ccc(Cl)cc2)C(=O)O)cc1 (configuration not stated)	0	-0.1	8	-7	-2	-2	-13	7
5	O=C(OCC(=O)N1CCc2ccccc21)c1cccnc1	0	.	-14	-7	.	-1	.	9
6	COC(=O)CSC1=C(C#N)C(c2sccc2C)CC(=O)N1 (configuration not stated)	-3	.	-2	7	.	1	.	4
7	CNC(=O)C[C@@H]1CC[C@H]2[C@H](COc3ccc(NC(=O)c4cccs4)cc3C(=O)N2C)O1	2	0.0	21[16.7 µM]	5	.	7	.	6
8	CC(=O)N1CCc2c(sc(NC(=O)Cc3ccccc3)c2C#N)C1	-1	.	-3	3	-4	-1	-11	1
9	CC=Cc1ccc2n(c1=O)C[C@@H]1[C@@H](CO)[C@H](C(=O)NCc3ccccc3)[C@H]2N1C (mixture of isomers)	1	0.2	-6[16.7 µM]	-8	.	3	.	.
10	C[C@@H]1CCCCO[C@@H](CN(C)Cc2ccc(Cl)c(Cl)c2)[C@@H](C)CN([C@@H](C)CO)C(=O)c2cc(NC(=O)Nc3ccc4c(c3)OCO4)ccc2O1	-1	0.1	-9[16.7 µM]	-7	-2	2	-5	-7
11	COc1ccccc1N(CC(=O)Nc1c(C)n(C)n(-c2ccccc2)c1=O)S(=O)(=O)c1ccccc1	0	0.1	15	-6	.	-4	-5	3
12	CCn1c(SCC(=O)Nc2ccc3c(c2)OCCO3)nnc1-c1ccncc1	-1	.	-8	-4	1	0	-10	-4
13	O=C1NC2=C(C(=O)CCC2)C(c2cccc([N+](=O)[O-])c2)N1 (configuration not stated)	3	0.5	-3	2	0	5	10	-11
14	CSc1cccc(NC(=O)CN(c2cccc(C)c2)S(C)(=O)=O)c1	-5	.	4	0	.	-1	.	.
15	OC(c1cc(-c2ccc(Cl)cc2)nc2ccccc12)C1CCCCN1 (configuration not stated)	3	.	-13	11	-3	-1	27	-76
16	O=c1c(/C=N/Nc2ccccc2)c(Sc2nnnn2-c2ccccc2)nc2ccccn12	-2	-2.2	-4	-14	.	1	.	.
17	C[C@@H]1CN([C@@H](C)CO)S(=O)(=O)c2ccc(C#Cc3ccccc3)cc2O[C@H]1CN(C)S(=O)(=O)c1ccccc1F	3	0.3	-1[16.7 µM]	-6	-2	-1	-7	-4
18	CO[C@H]1CN(C)C(=O)c2cc(NC(=O)Nc3ccc(Cl)cc3)ccc2OC[C@@H](C)N(C(=O)Nc2c(C)noc2C)C[C@H]1C	5	0.4	-10[16.7 µM]	13	.	12	.	-10
19	Cc1occc(=O)c1OCc1ccc(F)cc1	7	-0.1	1	-7	-5	-3	9	8
20	O=C(Nc1cnc2ccccc2c1)C1COc2ccccc2O1 (configuration not stated)	-1	.	-4	-3	.	1	.	-5
21	CN(CCOc1ccccc1)C(=O)c1ccc(OC2CCN(C(=O)C3CC3)CC2)cc1	-4	-0.1	-6	-18	0	1	0	2
22	COc1ccccc1NC(=O)N1CC(=O)N2[C@H](CO)[C@@H](c3ccc(-c4cccc(C)c4)cc3)[C@H]2C1	.	-0.1	.	.	-1	.	-3	0
23	CC=Cc1ccc2n(c1=O)C[C@H]1[C@H](CO)[C@@H](C(=O)NCc3ccccc3)[C@@H]2N1Cc1ccccc1OC (mixture of isomers)	.	-0.1	.	.	2	.	5	-5
24	COCCNC(=O)c1cc2nc(-c3ccccc3)cc(C)n2n1	.	.	2	.	3	.	-7	-3
25	O=C(NN1CCN(Cc2ccccc2)CC1)c1ccc(Cl)cc1	7	0.0	-2	-1	0	9	0	.
26	COc1ccc(S(=O)(=O)N2CCN(C)CC2c2ccccc2)cc1 (configuration not stated)	-1	0.4	0	2	-2	-2	2	-2
27	O=C(Nc1ccc(OC(F)(F)F)cc1)Nc1cccc([N+](=O)[O-])c1	-3	.	-27	-2	.	-11	.	.
28	CCOc1ccc2c(CC)cc(=O)oc2c1OCC	1	.	16	-8	4	-3	-13	7
29	O=C(/C=C/c1ccc([N+](=O)[O-])cc1)c1ccccc(=O)c1O	.	1.7	2	.	5	.	-9	-7
30	Cc1ccc(S(=O)(=O)N2CCC(C(=O)NNC(=O)c3ccncc3)CC2)cc1	-6	2.9	-4	-1	1	-1	4	.

# 3 compounds out of the list, ordered by length of the SMILES, lowest first:
cpd	SMILES	PglD DTNB	E-selectin induc	miR122 inh	RAD54 branch	ERAP1 inh	Cneo AK release	RAD52 inh	PGC1a acetyl inh
24	COCCNC(=O)c1cc2nc(-c3ccccc3)cc(C)n2n1	.	.	2	.	3	.	-7	-3
16	O=c1c(/C=N/Nc2ccccc2)c(Sc2nnnn2-c2ccccc2)nc2ccccn12	-2	-2.2	-4	-14	.	1	.	.
17	C[C@@H]1CN([C@@H](C)CO)S(=O)(=O)c2ccc(C#Cc3ccccc3)cc2O[C@H]1CN(C)S(=O)(=O)c1ccccc1F	3	0.3	-1[16.7 µM]	-6	-2	-1	-7	-4

# More results follow:
cpd	SMILES	PglD DTNB	E-selectin induc	miR122 inh	RAD54 branch	ERAP1 inh	Cneo AK release	RAD52 inh	PGC1a acetyl inh
31	C[C@@H]1CN([C@H](C)CO)C(=O)c2cc(NC(=O)Nc3ccccc3)ccc2O[C@@H]1CN(C)S(=O)(=O)c1cn(C)cn1	1	-0.3	-3[16.7 µM]	4	-2	-3	0	-1
32	CC(C)NC(=O)N(C)C[C@H]1Oc2c(NC(=O)c3ccc(-c4nccs4)cc3)cccc2C(=O)N([C@H](C)CO)C[C@@H]1C	0	-3.1	0[16.7 µM]	1	-2	-2	1	-4
33	CCCn1c2ccccc2c2cnn(CC(=O)NCCCN3CCN(c4ccccc4)CC3)c(=O)c21	-1	.	-4	21	2	3	-1	12
34	CN1c2ccc(-c3cccc(C#N)c3)cc2[C@@H]2[C@@H](CCN2C(=O)c2ccc(F)cc2)[C@@H]1CO	1	0.0	-4[16.7 µM]	12	-1	-5	1	1
35	Cc1ncsc1C(=O)Nc1nc2c(s1)CC(C)CC2 (configuration not stated)	-2	.	-9	3	.	0	.	-9
36	CN(CC(=O)Nc1cccc(F)c1)C(=O)c1cc(-c2ccccc2)nc2ccccc12	2	-0.4	4	-5	1	-1	-13	-3
37	CC=Cc1ccc2n(c1=O)C[C@H]1[C@H](CO)[C@@H](C(=O)Nc3ccccc3)N(CC3CC3)[C@@H]21 (mixture of isomers)	3	-0.1	-1[16.7 µM]	1	-3	-6	-2	.
38	CC(C)Oc1cccc(C(=O)N2CCCC2)c1	0	.	.	-30	0	-4	-21	.
39	NS(=O)(=O)c1ccc(Sc2ccccn2)c([N+](=O)[O-])c1	1	.	-3	-3	2	1	-11	3
40	COc1cc(CN2CCN(c3cccc(C)c3C)CC2)cc(Br)c1O	2	.	9	-10	.	1	.	-4
41	COC(=O)NC1CSCC1OC(=O)CCN1C(=O)c2ccccc2C1=O (configuration not stated)	-3	.	-9	3	0	-1	-16	39
42	COC(=O)CSc1ncnc2c1sc1nc(N3CCOCC3)c3c(c12)CCCC3	-7	.	-6	-5	.	0	.	5
43	O=C(Nc1cccc(Cl)c1)c1cc(S(=O)(=O)N2CCOCC2)cs1	-1	-1.5	2	50*	2	1	-9	.
44	O=S1(=O)C=C(N2CCOCC2)c2ccccc21	2	.	-17	-12	.	-2	.	.
45	CCN(C(=O)Cc1c(C(=O)O)n(C)c2ccccc12)c1cc(OC)ccc1OC	0	.	-5	-33	3	-3	-4	-12
46	O=C(Nc1cccc(Cl)c1)Nc1nnc(-c2ccccc2)o1	0	.	1	-13	.	-1	.	3
47	CCCCCC1CCC(c2nnc(SCC(C)=O)o2)CC1 (configuration not stated)	1	-1.5	0	-9	2	2	16	6
48	COCOCCn1cc(CN2CCS(=O)(=O)N(Cc3ccc(-c4cccc(CO)c4)cc3)C(C(C)C)C2=O)nn1 (configuration not stated)	-4	.	6	-7	0	-3	-12	5
49	C=CCN(c1ccccc1C(=O)O)S(=O)(=O)c1ccc(C)cc1	.	-0.1	.	.	-5	.	-7	-9
50	CCOc1ccc(-n2ccnc2SCC(=O)NCc2ccc3c(c2)OCO3)cc1	3	.	-2	4	.	2	.	0
51	C[C@@H]1CN([C@@H](C)CO)C(=O)c2cc(NS(=O)(=O)c3cn(C)cn3)ccc2O[C@@H](C)CCCCO[C@H]1CN(C)Cc1ccc(C(=O)O)cc1	.	0.1	.	.	-3	.	3	1
52	CCCN1C(=O)C(Cc2nc3ccccc3c(=O)n2C)c2ccccc21 (configuration not stated)	2	.	-4	-17	.	0	.	-10
53	Nc1nc2c(s1)CC(c1ccccc1)CC2 (configuration not stated)	-1	.	-4	6	.	-1	.	-6
54	CC(=O)Nc1c2c(nn1-c1cccc(C)c1)CSC2	-7	.	-3	-1	0	0	-14	-2
55	O=C(NCc1ccc(F)cc1)c1cc(-c2cccs2)on1	8	.	4	-8	.	3	.	2
56	CCN(CC(=O)Nc1ccccc1C(F)(F)F)C(=O)Cc1ccc2c(c1)CCC2	-2	3.2	.	0	3	2	1	.
57	CCC(=O)N1[C@H](CO)[C@H](c2ccccc2)[C@H]1CN(CC)C(=O)c1cccc(F)c1	24	0.2	17[16.7 µM]	4	.	96*	-6	4
58	CCCCC1=CC2=CC(=O)C(C)(OC(=O)CC)C(=O)C2=CN1CCOC (configuration not stated)	7	.	8	-1	.	-3	.	-3
59	COc1ccc(NC(=O)N(C)C[C@H]2Oc3ccc(NC(=O)Nc4cccc5ccccc45)cc3CC(=O)N([C@@H](C)CO)C[C@H]2C)cc1	4	0.0	15[16.7 µM]	-1	-5	0	3	-12
60	CCc1ccc(S(=O)(=O)NCc2cccs2)cc1	-1	-0.1	46	-2	-4	0	-5	.
61	CCn1c(CCC(=O)Nc2nc3c(s2)CCCC3)nc2cc(S(=O)(=O)N(C)C)ccc21	-6	.	4	-17	.	-2	.	0

# In the list so far, these contain a thiophene ring, fused or not:
cpd	SMILES	PglD DTNB	E-selectin induc	miR122 inh	RAD54 branch	ERAP1 inh	Cneo AK release	RAD52 inh	PGC1a acetyl inh
2	CN(C)c1ccc(CN(CC2CCCO2)C(=O)c2cccs2)cc1 (configuration not stated)	4	.	2	1	4	-1	-8	-9
6	COC(=O)CSC1=C(C#N)C(c2sccc2C)CC(=O)N1 (configuration not stated)	-3	.	-2	7	.	1	.	4
7	CNC(=O)C[C@@H]1CC[C@H]2[C@H](COc3ccc(NC(=O)c4cccs4)cc3C(=O)N2C)O1	2	0.0	21[16.7 µM]	5	.	7	.	6
8	CC(=O)N1CCc2c(sc(NC(=O)Cc3ccccc3)c2C#N)C1	-1	.	-3	3	-4	-1	-11	1
42	COC(=O)CSc1ncnc2c1sc1nc(N3CCOCC3)c3c(c12)CCCC3	-7	.	-6	-5	.	0	.	5
43	O=C(Nc1cccc(Cl)c1)c1cc(S(=O)(=O)N2CCOCC2)cs1	-1	-1.5	2	50*	2	1	-9	.
55	O=C(NCc1ccc(F)cc1)c1cc(-c2cccs2)on1	8	.	4	-8	.	3	.	2
60	CCc1ccc(S(=O)(=O)NCc2cccs2)cc1	-1	-0.1	46	-2	-4	0	-5	.

# Screens (PubChem BioAssay)
